# Screening results (PubChem)
# Rat MKP-3 inhibitors: MKP-3 phosphatase inhibitors, primary screen, biochemical, rat enzyme, in vitro (AID 425). Dual specificity protein phosphatase 6 (Rattus norvegicus). recombinant MKP-3 phosphatase activity, fluorescence; higher % means a stronger effect. one-dose inhibition, % at 20 µM; IC50 in µM for titrated hits. 0.17% of 110,000 active; in the data active = inhibition above about 50%;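 also: plate controls were vehicle for no effect and reference inhibitor for full effect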
# Hsp70 inhibitors: Hsp70 inhibitors, probe displacement, primary screen, biochemical, fluorescence polarization (AID 583); Heat shock 70 kDa protein 1A (Homo sapiens); Hsp70 fluorescence polarization probe displacement, mP; higher % means a stronger effect; displacement, % at 20 µM; hits with a dose series show IC50 in µM; 0.06% of 140,000 active; in the data active = displacement above about 50%;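 also: plate controls were vehicle for no effect and reference ligand for full effect; a part of the inactive calls stands beside numbers as strong as those of hits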
# Starred values were filed as active, the others as inactive; / = not tested or not shown; & = joins results of further samples. These rows are one share of the data (hit frequency here may not be typical).
Rat MKP-3 inhibitors,Hsp70 inhibitors,compound
/,0.4%,Cc1ccc(NC2(C#N)C(=O)Nc3ccccc32)cc1 (stereo not drawn)
-1%,0.4%,COc1ccc(NC(=O)CCCOc2ccc(Cl)cc2Cl)c(OC)c1
-8%,5.2%,COC(=O)c1ccc(Oc2nc(NC(C)C)nc(SC)n2)cc1
-8%,1.5%,CNC(=O)CN1C(=O)CSc2nc(C)cc(C)c21
4%,0.8%,N#CCSc1nnc(COc2ccc3ccccc3c2)o1
/,-1.4%,CCc1cccc(OCCCCNCCO)c1
/,0.7%,CC(NC(=O)c1cccnc1)C(c1cccs1)N1CCOCC1 (stereo not drawn)
-3%,-1.4%,CC1CCc2c(sc(NC(=O)COc3ccccc3C(C)(C)C)c2C(N)=O)C1 (stereo not drawn)
-9%&2%,4.7%&-1.3%,Cc1cc(=O)n2[nH]c(-c3ccc(Cl)cc3)cc2n1
3%,2.6%,NC(=O)c1cc(NC(=O)c2cccc(F)c2)ccc1Cl
11%,-1.2%,O=C1OC(c2ccc(Cl)cc2)=C/C1=C/c1ccc(-c2ccccc2[N+](=O)[O-])o1
/,2.6%,CCOC(=O)Nc1nc2ccccc2s1
1%,4.2%,COc1cccc(/C=C/C(=O)c2ccc(F)cc2)c1
1%,8.4%,CC(C)(C)c1ccc(OCCOc2ccc(/C=N/n3cnnc3)cc2)cc1
-2%,5.6%,O=C(Nc1ccccn1)c1ccc(=O)[nH]n1
2%,4.7%,COc1ccc(-c2nnc3ccc(SCC(=O)NCc4ccco4)nn23)cc1
-1%,-2.6%,CCCC1(O)CC(c2cc(OC)ccc2OC)NC(c2cc(OC)ccc2OC)C1C (stereo not drawn)
-7%,-4.1%,O=C(c1c(F)cccc1F)N1CCN(c2cccc(C(F)(F)F)c2)CC1
1%,-3.3%,Cc1cccc(N2CCN(S(=O)(=O)c3ccc(Br)cc3)CC2)c1
/,-1.6%,COC(=O)c1ccccc1NC(=O)Cn1cnc2c(cnn2-c2ccc(C)c(C)c2)c1=O
-3%,/,O=C1NCC2=C1C(c1ccc(Br)cc1)Nc1ccccc1N2 (stereo not drawn)
0%,2.2%,CCCOc1ccc(N2C(=O)CC(SC(N)=Nc3ccccc3)C2=O)cc1 (stereo not drawn)
1%,-0.2%,NC(=O)c1c(NC(=O)COc2ccccc2)sc2c1CCCCC2
/,9.2%,CC(=O)C1(C)N(O)C(C)(C)C(c2ccco2)=[N+]1[O-] (stereo not drawn)
-7%,-0.2%,CCCn1c(SCC(=O)N2CCc3ccccc32)nnc1-c1ccncc1
/,1.0%,COc1ccc(CC(=O)Nc2ccc(S(=O)(=O)N(C)C)cc2)cc1OC
2%,-1.7%,O=C(O)C1CC=CCC1C(=O)Nc1ccccc1Nc1ccccc1 (stereo not drawn)
-4%,-4.7%,COc1ccc(/C=N/Nc2nc(C)cc(-c3ccccc3)n2)c(OC)c1
1%,-0.2%,O=C(CCCCC(=O)NN=Cc1cc(Br)ccc1O)NN=Cc1cc(Br)ccc1O
-9%,0.0%,COc1cc(SC)ccc1C(=O)NC1CCCCC1
1%,-3.1%,COc1ccc(C(=O)Cn2nnc(-c3ccc(N4CCOCC4)cc3)n2)cc1OC
-4%,2.0%,CCOC(=O)c1nnn(-c2nonc2-c2ccccc2)c1C
-2%,9.2%,Cc1cc(C)n2c(Br)c(CSc3nc4ccccc4o3)nc2n1
2%,-2.3%,CCOCCOC(=O)c1ccc(NC(=O)c2ccc(OC)c(OC)c2)cc1
/,-3.8%,Cc1cc(C)n(C(=O)c2ccc(C)o2)n1
-2%,-2.4%,CCOc1ccc(N(CC(=O)Nc2ccc(Cl)cc2)S(=O)(=O)c2ccc(SC)cc2)cc1
/,-7.7%,Cc1[nH]n(-c2ccc([N+](=O)[O-])cc2)c(=O)c1C=NCCN1CCN(C(=O)c2ccccc2)CC1
4%,2.1%,Cc1[nH]c(=O)c(C#N)c2c1COC(C)(C)C2
-12%,-2.7%,Cc1cnc(C(=O)Nc2nnc(C)s2)cn1
8%,-3.6%,CC(NS(=O)(=O)c1ccccc1)C(c1cccs1)N1CCN(C)CC1 (stereo not drawn)
4%,/,CS(=O)(=O)N(CC(=O)NCC1CCCO1)c1ccc(Cl)c(Cl)c1 (stereo not drawn)
1%,1.9%,CC1=C(C)CC(C(=O)Nc2ccc(S(=O)(=O)N3CCOCC3)cc2)C(C(=O)O)C1 (stereo not drawn)
/,-0.9%,CCN(CC)S(=O)(=O)c1ccc(-c2nnc(SCc3nnc(-c4ccc(C)cc4)o3)n2CC)cc1
-4%,2.6%,CCn1cc(C(=O)NC2CCCCC2C)c(=O)c2ccc(C)nc21 (stereo not drawn)
-3%,-0.3%,O=C(CN1CCOCC1)NCc1ccccc1
4%,1.4%,Cn1c(=O)c2c(nc(CN3CCN(c4ccccc4)CC3)n2Cc2ccccc2F)n(C)c1=O
0%,-0.4%,C/C=C/C(=O)N1c2ccc(OC)cc2C(C)=CC1(C)C
-2%,2.9%,Cc1cc(C)n2c(SCCC(C)C)nnc2n1
-5%,0.3%,CSc1nc2ccc(S(=O)(=O)Nc3c(C)n(C)n(-c4ccccc4)c3=O)cc2s1
4%,4.2%,CCNC(=O)/C(C#N)=C/c1ccc(Cl)cc1Cl
/,-1.0%,O=C(/C=C/NNC(=O)c1cccc(Br)c1)c1cccc(Br)c1
-15%&4%,-2.5%&-2.8%,NS(=O)(=O)c1ccc(CCNC2CC(=O)N(CCc3ccccc3)C2=O)cc1 (stereo not drawn)
0%,4.3%,COc1cc(C(=O)N2CCN(C(=O)Cc3ccccc3)CC2)cc(OC)c1OC
/,0.6%,Cc1ccc(N=Cc2ccc(N(C)C)cc2)cc1
4%,-2.2%,COc1cc(C(=O)NCc2ccc(C(C)C)cc2)cc(OC)c1OC
7%,3.7%,Cc1ccc(S(=O)(=O)Nc2ccccc2C(O)C[N+](=O)[O-])cc1 (stereo not drawn)
-10%,-2.8%,COC(=O)C(C(=O)OC)N1C(=O)CCC1=O
5%,-2.2%,CC1CCN(C(=O)c2ccccc2N(Cc2ccccc2)S(=O)(=O)c2ccccc2)CC1
2%,0.5%,CCOC(=O)c1sc(-n2nc(C)cc2C)nc1C
-2%,0.4%,COc1c(C)cccc1C(=O)Nc1cc(Cl)ccc1N1CCOCC1

# Laid out differently: 27 of the compounds above.
SMILES	Rat MKP-3 inhibitors	Hsp70 inhibitors
CCOCCOC(=O)c1ccc(NC(=O)c2ccc(OC)c(OC)c2)cc1	2%	-2.3%
Cc1cc(C)n(C(=O)c2ccc(C)o2)n1	/	-3.8%
CCOc1ccc(N(CC(=O)Nc2ccc(Cl)cc2)S(=O)(=O)c2ccc(SC)cc2)cc1	-2%	-2.4%
Cc1[nH]n(-c2ccc([N+](=O)[O-])cc2)c(=O)c1C=NCCN1CCN(C(=O)c2ccccc2)CC1	/	-7.7%
Cc1[nH]c(=O)c(C#N)c2c1COC(C)(C)C2	4%	2.1%
Cc1cnc(C(=O)Nc2nnc(C)s2)cn1	-12%	-2.7%
CC(NS(=O)(=O)c1ccccc1)C(c1cccs1)N1CCN(C)CC1 (stereo not drawn)	8%	-3.6%
CS(=O)(=O)N(CC(=O)NCC1CCCO1)c1ccc(Cl)c(Cl)c1 (stereo not drawn)	4%	/
CC1=C(C)CC(C(=O)Nc2ccc(S(=O)(=O)N3CCOCC3)cc2)C(C(=O)O)C1 (stereo not drawn)	1%	1.9%
CCN(CC)S(=O)(=O)c1ccc(-c2nnc(SCc3nnc(-c4ccc(C)cc4)o3)n2CC)cc1	/	-0.9%
CCn1cc(C(=O)NC2CCCCC2C)c(=O)c2ccc(C)nc21 (stereo not drawn)	-4%	2.6%
O=C(CN1CCOCC1)NCc1ccccc1	-3%	-0.3%
Cn1c(=O)c2c(nc(CN3CCN(c4ccccc4)CC3)n2Cc2ccccc2F)n(C)c1=O	4%	1.4%
C/C=C/C(=O)N1c2ccc(OC)cc2C(C)=CC1(C)C	0%	-0.4%
Cc1cc(C)n2c(SCCC(C)C)nnc2n1	-2%	2.9%
CSc1nc2ccc(S(=O)(=O)Nc3c(C)n(C)n(-c4ccccc4)c3=O)cc2s1	-5%	0.3%
CCNC(=O)/C(C#N)=C/c1ccc(Cl)cc1Cl	4%	4.2%
O=C(/C=C/NNC(=O)c1cccc(Br)c1)c1cccc(Br)c1	/	-1.0%
NS(=O)(=O)c1ccc(CCNC2CC(=O)N(CCc3ccccc3)C2=O)cc1 (stereo not drawn)	-15%&4%	-2.5%&-2.8%
COc1cc(C(=O)N2CCN(C(=O)Cc3ccccc3)CC2)cc(OC)c1OC	0%	4.3%
Cc1ccc(N=Cc2ccc(N(C)C)cc2)cc1	/	0.6%
COc1cc(C(=O)NCc2ccc(C(C)C)cc2)cc(OC)c1OC	4%	-2.2%
Cc1ccc(S(=O)(=O)Nc2ccccc2C(O)C[N+](=O)[O-])cc1 (stereo not drawn)	7%	3.7%
COC(=O)C(C(=O)OC)N1C(=O)CCC1=O	-10%	-2.8%
CC1CCN(C(=O)c2ccccc2N(Cc2ccccc2)S(=O)(=O)c2ccccc2)CC1	5%	-2.2%
CCOC(=O)c1sc(-n2nc(C)cc2C)nc1C	2%	0.5%
COc1c(C)cccc1C(=O)Nc1cc(Cl)ccc1N1CCOCC1	-2%	0.4%

# 3 compounds already listed, ordered by molecular weight, high to low.
Rat MKP-3 inhibitors,Hsp70 inhibitors,compound
1%,-3.1%,COc1ccc(C(=O)Cn2nnc(-c3ccc(N4CCOCC4)cc3)n2)cc1OC
4%,/,CS(=O)(=O)N(CC(=O)NCC1CCCO1)c1ccc(Cl)c(Cl)c1 (stereo not drawn)
2%,0.5%,CCOC(=O)c1sc(-n2nc(C)cc2C)nc1C

# Continuation:
Rat MKP-3 inhibitors,Hsp70 inhibitors,compound
-11%,-4.8%,Cn1nnc(NC(=O)COc2ccc(C3CCCCC3)cc2)n1
2%,-0.5%,CCOc1cccc(/C=N/NC(=O)CSc2nc3ccccc3n2CC)c1O
3%,-3.5%,C=CCOc1ccc(Cl)cc1/C=C1/C(=N)N2N=C(CCC)SC2=NC1=O
/,-1.3%,CCNC(=O)NC(=O)C(C)OC(=O)c1cc(S(=O)(=O)N2CCCCCC2)ccc1OC (stereo not drawn)
/,-0.6%,Cc1ccccc1NCCNc1ccccc1C
/,-0.4%,Nc1nnnn1/N=C/c1cccc(OCc2ccccc2Cl)c1
0%,-0.3%,O=C(Nc1ccc(NS(=O)(=O)c2ccc(Cl)cc2)cc1)c1ccccc1
0%,4.9%,CS(=O)(=O)N(CC(N)=O)c1ccc(F)c(Cl)c1
6%,5.3%,COCCn1nnnc1CN(CCc1ccc(OC)c(OC)c1)Cc1cc2ccc(C)cc2[nH]c1=O
-8%,-1.1%,CC(=O)N1CCN(CC(=O)Nc2c(Cl)cccc2Cl)CC1
-2%,-3.9%,Cc1cc(=O)oc(C)c1C(=O)NCCCN1CCN(c2ccc(F)cc2)CC1
